# S3 lipid droplet: qHTS Assay for Lipid Storage Modulators in Drosophila S3 Cells | Drosophila S3 cells, BODIPY lipid droplet fluorescence, 18-24 h; cells fed with added oleic acid | Potency in µM for hits, for the others lipid storage change, negative = inhibition, % at the top dose, mostly 46.1 µM | 320,000 tested, 0.64% active; active means well fitted inhibition curve with a large enough effect in the signal ratio, with a control signal flat, not every such curve was filed as active; inconclusive means small, poorly fitted or top-dose-only effect, or effect the other way, or a change in a side signal; the % refers to the signal ratio
#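 Drosophila S3 cells got compounds at several concentrations plus oleic acid (400 uM solution). Laser-scanning cytometry with 488 nm excitation read lipid droplets at 500-530 nm and cells at 575-640 nm. Percent activity was relative to 20 uM Triacsin C.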
# S3 lipid droplet cell count max: second read-out of S3 lipid droplet, no call of its own (marks repeat the call); cell number change, %; measured here: cell count max response;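 cells counted by Cell Tracker Red CMTPX staining in the red channel; peak over a dose series mostly up to 46.1 µM; percent activity relative to internal control wells on each plate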
# An asterisk follows results filed as active; i = inactive; ? = inconclusive; / = not tested or not shown; [ ] = another dose, or the depositor's remark. On the % scale 0 is the no-effect control and ±100 the full control effect; potency means the concentration at half of the fitted maximal effect. These rows are one share of the data, so the mix of outcomes need not match the whole.
mol | S3 lipid droplet | S3 lipid droplet cell count max
O=C(O)C1CC(=O)N(CCOc2ccccc2)C1 (configuration not stated) | ? | /
CC(=O)Nc1cccc(NC(=O)C(=O)NCC(c2ccco2)N2CCc3ccccc32)c1 (configuration not stated) | ? | /
COc1ccc(CN2CCCN(C)CC2)c(OC)c1C | 10% | -14
CCCOC(=O)c1ccc(Oc2coc3c(CN(CC)CC)c(O)ccc3c2=O)cc1 | 8% | 0
COc1ccc2[nH]c(=O)c(CN(Cc3ccccc3)C(=S)NCC3CCCO3)cc2c1 (configuration not stated) | -11% | -16
CCCn1c(SCC(=O)Nc2nnc(C(C)C)s2)nc2c1c(=O)n(C)c(=O)n2C | ? | /
CCNC(=O)NC1(C(=O)Nc2ccc3c(c2)OCCO3)CCCCC1 | -5% | -21
Cc1cccc(N(C)C(=O)c2cc(S(=O)(=O)N3CCc4ccccc43)cn2C)c1 | i | 13
CCOC(=O)c1ccccc1-n1c(C)cc(C2N=C(N)Nc3nc4ccccc4n32)c1C (configuration not stated) | ? | /
CCc1cc(=O)[nH]c(SCC(=O)N2CCOCC2)n1 | 11% | 9
COc1ccc(CN(CCc2ccccc2)Cc2ccccc2)cc1OC | ? | /
Cc1ccc(NC(=O)c2cccs2)cc1 | i | 21
O=Cc1cccn1-c1nccc(-c2ccco2)n1 | 3% | -30
Cc1c(/C=N/Nc2nc3ccccc3[nH]2)c2ccccc2n1C | ? | /
CCc1ccc(CN2CCCC(CNS(=O)(=O)c3ccc(OC)cc3)C2)cc1 (configuration not stated) | 12% | 5
CCn1cc(C2C(C(=O)Nc3ccc(Br)cn3)=C(C)NC3=C2C(=O)CCC3)c(C)n1 (configuration not stated) | 12% | 15
O=P(O)(Cc1ccccc1)Cc1ccccc1 | ? | /
Fc1ccc(C2CC(c3ccco3)n3ncnc3N2)cc1 (configuration not stated) | 0% | -15
Cc1csc(SC(C)C(=O)NC2CCCCC2C)n1 (configuration not stated) | ? | /
CCN1CCN(c2nc(-c3ccccc3)nc3ccccc23)CC1 | ? | /
COc1ccc(CNc2nc3nc4c(c(=O)n3[nH]2)CCC4)cc1 | ? | /
CCCCn1c(=O)c(CC(C)=O)nc2ccccc21 | ? | /
COC(=O)C(=Cc1ccccc1[N+](=O)[O-])C(=O)OC | ? | /
O=C(N/N=C/c1ccc([N+](=O)[O-])cc1)c1cccnc1 | ? | /
COc1ccc(NC(=O)Cn2c(=O)sc3ccccc32)c(OC)c1 | -16%[9.22 µM] | -14

# Taken from above.
# For S3 lipid droplet cell count max, COc1ccc(CN2CCCN(C)CC2)c(OC)c1C reads -14
# For S3 lipid droplet cell count max, CCNC(=O)NC1(C(=O)Nc2ccc3c(c2)OCCO3)CCCCC1 reads -21

# For convenience, 3 of the compounds above.
mol | S3 lipid droplet | S3 lipid droplet cell count max
CCCCn1c(=O)c(CC(C)=O)nc2ccccc21 | ? | /
COC(=O)C(=Cc1ccccc1[N+](=O)[O-])C(=O)OC | ? | /
O=C(N/N=C/c1ccc([N+](=O)[O-])cc1)c1cccnc1 | ? | /

# 2 entries from above, field by field:
Cc1cccc(N(C)C(=O)c2cc(S(=O)(=O)N3CCc4ccccc43)cn2C)c1
  S3 lipid droplet: i
  S3 lipid droplet cell count max: 13
CCOC(=O)c1ccccc1-n1c(C)cc(C2N=C(N)Nc3nc4ccccc4n32)c1C (configuration not stated)
  S3 lipid droplet: ?
  S3 lipid droplet cell count max: /

# The list goes on:
mol | S3 lipid droplet | S3 lipid droplet cell count max
COc1ccccc1NS(=O)(=O)c1cc(NC(=O)c2cccs2)ccc1N1CCCC1 | ? | /
CCCCN(C(=O)c1cccc(S(=O)(=O)N2CC(C)OC(C)C2)c1)c1c(N)n(CC(C)C)c(=O)[nH]c1=O (configuration not stated) | 17% | /
C=CCOc1c(OC)cc(/C=N/Nc2cccc(C(=O)O)c2)c(Br)c1Br | ? | /
CN(CC(=O)Nc1ccc(F)cc1)C(=O)CN1C(=O)NC2(CCCc3ccccc32)C1=O (configuration not stated) | 12% | /
COc1ccccc1/C=C/C=N/n1c(-c2cc(C)[nH]n2)n[nH]c1=S | ? | /
COc1cccc(CN2CCN(C(=O)c3oc4c(F)cccc4c3C)CC2=O)c1 | i | 15
CC(=O)c1cnc(N(C)C)s1 | -10% | /
Cc1cc(N)n2nc(C)c(-c3ccc(Cl)cc3)c2n1 | 11% | -8
Cc1ccc(C)c(NC(=O)CSc2nnc(-c3cc(C)[nH]n3)n2N)c1 | i | -18
CCOC(=O)c1[nH]cnc1C(=O)Nc1ccccc1 | ? | /
O=C(NCCc1ccc(Cl)cc1)C1CCCN1C(=O)NCc1ccccc1 (configuration not stated) | ? | /
CC1C/C(=C/c2cccs2)C(=O)/C(=C/c2cccs2)C1 (configuration not stated) | 0% | -18
C#CCNc1ccc(C(=O)OCC)cc1 | 3% | 12
Cc1ccc2[nH]c3c(c2c1)CNCC3 | -4% | 8
CCOC(=O)c1cc2c(ccn2C)n1Cc1ccc(Cl)cc1 | -2% | -7
COCC(=O)c1[nH]c2ccccc2c1C | i | 24
CC(=O)CC(C)(C)S(=O)(=O)c1ccc(NC(C)=O)cc1 | -1% | 4
Cc1ccccc1SCC(=O)NNC(=O)c1ccccc1O | ? | /
COc1cccc(OCC(O)CN2CCN(c3ccccn3)CC2)c1 (configuration not stated) | ? | /
CSc1nsc(NC(=O)CCNC(=O)c2ccc([N+](=O)[O-])cc2)n1 | -18% | /
COc1cccc(/C=c2\s/c(=C\C(=O)C(C)(C)C)[nH]c2=O)c1 | ? | /
Cc1ccc(-c2csc(SCC(=O)Nc3cc(C)on3)n2)cc1 | -9% | 5
Cc1ccc2cc(CN(Cc3ccco3)C(=S)NCC3CCCO3)c(=O)[nH]c2c1 (configuration not stated) | 8% | 3
COc1ccc(NC(=O)C2CCN(c3nnnn3-c3ccccc3)CC2)cc1 | ? | /
COC(=O)c1c(C)[nH]c(C(=O)C(C)OC(=O)C2CC(=O)N(CCc3ccccc3)C2)c1C (configuration not stated) | ? | /
O=S(=O)(Nc1nc2ccccc2nc1Cl)c1ccc(F)cc1 | -3% | 17
O=C(NCCCN1CCN(c2ccc(F)cc2)CC1)NC12CC3CC(CC(C3)C1)C2 | 7% | 3
N#CCC(=O)Nc1ccc(C(=O)OCC(=O)N=c2sccn2Cc2ccccc2Cl)cc1 | ? | /
COc1ccc(OC)c(N(C)S(=O)(=O)c2cc3c(cc2C)NC(=O)CO3)c1 | ? | /
O=C(OCc1ccccc1)/C(=C/c1cccc2ccccc12)NC(=O)c1ccccc1 | 1% | 5
COCC(=O)Oc1c(S(=O)(=O)c2ccccc2)c(C)nn1C(C)(C)C | ? | /
COc1ccc(F)cc1C(=O)C1CCCN(Cc2ccc(Oc3ncccn3)cc2)C1 (configuration not stated) | ? | /
NC(=S)N/N=C/c1c[nH]c2ccc(OCc3ccccc3)cc12 | ? | /
Cc1ccc(-n2c(CCC(=O)O)ccc2-c2cccs2)cc1C | 10% | -15
O=C1CCCN1c1ccc(S(=O)(=O)N2CCC(c3ccccc3)CC2)cc1 | ? | /
Cc1ccc(-n2nnnc2SCC(=O)N2Cc3ccccc3CC2C(=O)O)cc1 (configuration not stated) | ? | /
COc1ccc([N+](=O)[O-])cc1NC1CCN(C(=O)c2cccs2)CC1 | ? | /
CCCCN(C)C(=O)c1ccc2c(c1)S(=O)(=O)c1ccccc1C2=O | 29% | -8
COc1ccccc1NS(=O)(=O)c1ccc(O)c(NC(=S)NCC2CCCO2)c1 (configuration not stated) | ? | /
COc1ccccc1-c1c(C)nn2c(NCCN3CCCC3)cc(C)nc12 | i | /
O=S(=O)(NCCn1ccc2ccccc21)c1ccccc1 | ? | /
CCC(C(=O)N(C(C)C)C(C)C)c1ccccc1 (configuration not stated) | 16% | 5
O=C1CSc2ccc(S(=O)(=O)NCc3ccc(Cl)cc3)cc2N1 | i | 1
CC(=O)Nc1cc(N2C(=O)CCC2=O)ccc1Cl | ? | /
CCOC(=O)c1ccc(Oc2nc(NC)nc(SC)n2)cc1 | i | -31
COc1ccc2nc(NC(=O)CSc3nc4ccccc4o3)sc2c1 | ? | /
CC(C)N1C(=O)CCC1C(=O)NCCc1ccc(Cl)cc1 (configuration not stated) | -13% | -16
Cc1cc(C)cc(NC(=S)N(Cc2ccc(Cl)cc2)Cc2ccc(C(=O)O)cc2)c1 | 10% | -8
CC(OC(=O)Cn1cnc2c1c(=O)n(C)c(=O)n2C)C(=O)NC1CCCCC1C (configuration not stated) | 8% | 17
COc1ccc(CNC(=O)CN2C(=O)C(c3ccccc3)Oc3cccnc32)cc1 (configuration not stated) | ? | /

# Later entries:
mol | S3 lipid droplet | S3 lipid droplet cell count max
Cc1ccc(C(=O)O/N=C(\N)c2ccccn2)cc1Cl | ? | /
CCCCOc1ccc(S(=O)(=O)n2c(C)nc3ccccc32)cc1 | ? | /
COC(C[C@H](O)CC(=O)COCc1ccccc1)OC | -6% | 14
Cc1ccc(-c2ncns2)cc1 | -24% | -10
O=C(CSc1nnc(Cc2ccccc2)o1)c1ccccc1 | 20% | 1
O=C1c2sc3nc4ccccc4n3c2C(=O)N1c1ccccc1Cl | i | -8
Cc1ccc(-c2noc(CCCC(=O)NCC3CCCO3)n2)cc1 (configuration not stated) | ? | /
CCOC(=O)Cc1ccc(NC(=O)c2ccc([N+](=O)[O-])cc2)cc1 | ? | /
Cc1ccc(OCC(=O)NCc2ccccn2)cc1 | 12% | 5
COc1ccc(NC(=O)CSc2nnc3n2CCCCC3)cc1S(=O)(=O)N1CCOCC1 | ? | /
COc1ccc(C(C(=O)NC2CCCC2)N(C(=O)c2snc(C(N)=O)c2N)C2CCCC2)cc1OC (configuration not stated) | ? | /
O=C(Nc1nnc(-c2ccccc2Cl)s1)C1CCN(S(=O)(=O)c2ccc(Cl)cc2)CC1 | 10% | 1
C=CCN1C(=O)c2ccc(C(=O)N(C)CC(=O)Nc3c(C)cccc3C)cc2C1=O | 17% | -10
Cn1c(=O)c(=O)n(C)c2cc(S(=O)(=O)N3CCN(Cc4ccccc4)CC3)ccc21 | 11% | 5
CC(O)(CS(=O)(=O)c1ccc(Br)cc1)c1ccccc1 (configuration not stated) | 0% | 13
CN(CC(=O)Nc1ccc(F)c(F)c1F)C(=O)c1ccc2c(c1)OCCO2 | 1% | -17
C=CCN1CCCC1CNC(=O)c1cc2[nH]nnc2cc1OC (configuration not stated) | 0% | -1
O=C(Nc1ccccc1)C(c1ccccc1)C1CCCC1 (configuration not stated) | ? | /
CCN(CC)S(=O)(=O)c1ccc(C(=O)Nc2nnc(CSC)o2)cc1 | ? | /
Cc1ccc(SCC(=O)OC(C)C(=O)NCc2ccccc2)cc1 (configuration not stated) | ? | /
O=C1CN(C(=O)CNC(=O)c2cccc(Cl)c2)c2ccccc2N1 | 0% | 17
Cc1noc(C)c1CSCC(=O)Nc1nc2ccccc2s1 | i | 1
COc1cccc(NC(=O)CCNS(=O)(=O)c2ccc3c(c2)oc(=O)n3C)c1 | i | 22
O=C1C2CCCN2C(c2cccc(Br)c2)N1c1ccc(F)cc1 (configuration not stated) | ? | /
Cn1cnc([N+](=O)[O-])c1C(=O)Nc1cccc([N+](=O)[O-])c1 | -3% | 1
O=C(COc1ccccc1Cl)NNC(=O)c1ccc(-n2cncn2)c([N+](=O)[O-])c1 | ? | /
C=CCn1c(SCC(=O)NNC(=O)Nc2ccc(C)cc2)nnc1-c1ccccc1 | -5% | 17
CCC(=O)Nc1ccc(Cl)c(NC(=O)c2ccc([N+](=O)[O-])cc2)c1 | ? | /
CS(=O)(=O)c1ccc2nc(NC(=O)CCNC(=O)c3ccccc3Cl)sc2c1 | ? | /
COc1ccc(NC(=O)C2CCCN(S(=O)(=O)c3ccc4c(c3)CCCN4C(C)=O)C2)cc1 (configuration not stated) | ? | /
Cc1cccc(NC(NC(=O)Cc2ccccc2)C(Cl)(Cl)Cl)c1 (configuration not stated) | -11% | -7
Cc1ccc(S(=O)(=O)N2[C@@H](c3ccc(F)cc3)C(C(=O)O)=CC[C@H]2c2ccc3c(c2)OCO3)cc1 | ? | /
Cc1ccc(/C=N/Nc2nc3ccccc3[nH]2)s1 | ? | /
CC(C)CCNC(=O)c1nn(Cc2ccccc2)c(=O)c2ccccc12 | ? | /
CC(=O)Nn1cnc2c(c1=O)C1(CCCC1)Cc1ccccc1-2 | 4% | 0
CCOC(=O)c1c(N)sc2c1CCSC2 | ? | /
O=C1N(Cc2cccnc2)C[C@@H]2C[C@@H](c3ccc4nonc4c3)N3CCC[C@@]123 | 24% | 5
COc1ccc(/C=N/NC(=O)Nc2nonc2N)cc1 | 0% | 13
CC(=O)Nc1ccc(S(=O)(=O)Nc2ccc(S(=O)(=O)Nc3nc(C)cc(C)n3)cc2)cc1 | ? | /
COc1ccc(NC(=S)NC(NC(=O)c2ccc(Cl)cc2Cl)C(Cl)(Cl)Cl)c([N+](=O)[O-])c1 (configuration not stated) | ? | /
Fc1ccc(/C=N/N2CCN(Cc3ccccc3)CC2)cc1 | ? | /
O=c1[nH]c(NC2CCN(S(=O)(=O)c3ccccc3C(F)(F)F)CC2)nc2c1CCCC2 | ? | /
CCN1CCN(c2oc(COc3ccc(Cl)cc3)nc2C#N)CC1 | ? | /
c1ccc(-n2cccc2)c(N2CCCCC2)c1 | 2% | -11

# From PubChem
